FUS suppressor: qHTS for Suppressors of FUS Proteinopathy: Primary screen using FUS-linked yeast assay; S. cerevisiae FUS-expressing, growth rescue, OD600, 24 h; Potency, µM (highest dose often 76.6 µM), for inactives: at the highest dose growth rescue (activation), most hits filed as activators; 0.24% of 390,000 active;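 note: potency is the fitted concentration of half-maximal effect; plate controls were DMSO vehicle for no effect and reference control for full effect; nearly all actives have a fitted effect of over 55% in size; some results filed as inactive show a strong effect at the top dose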
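Toxicity suppression screen in FUS-yeast. Cells induced with 2% galactose, starting OD 0.005, treated 24hr at 30C with compounds at multiple final concentrations; growth by OD600.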
D3 ag: qHTS of D3 Dopamine Receptor Agonist: qHTS | D3R DiscoveRx beta-arrestin cells, luminescence, 90 min | max activation, % | 0.58% of 410,000 active; in the data active = max activation above about 30%; note: 0% is about no effect; mostly tested at two doses, the higher about 12 µM
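Agonist-mode cell screen: cells plated at 1500/well and incubated overnight at 37 °C, then exposed to library compounds for 90 min at 37 °C. Detection reagent was added for 30–60 min at room temperature, and luminescence was read.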
Abeta rescue: qHTS for compounds that reverse cellular toxicity of Amyloid beta (A-beta) peptide in yeast: Primary Screen | yeast expressing A-beta42, growth rescue, OD600, 48 h; response scale: 0% DMSO, 100% iron-clioquinol control | Potency, µM (titrated, usually from 46.1 µM), without a hit: top-dose growth rescue, most hits filed as activators | 0.063% of 410,000 active; note: potency is the fitted concentration of half-maximal effect; nearly all actives have a fitted effect of over 55% in size
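Yeast growth medium received pinned compounds, then yeast cells expressing toxic A-beta were added; plates incubated at 30 C for 48 hr. Growth read as absorbance at 600 nm, normalized to DMSO and equimolar FeCl3 plus clioquinol controls.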
aSyn rescue: qHTS of alpha-syn Inhibitors. Yeast expressing alpha-synuclein, growth rescue, BacTiter-Glo, 24 h. Potency, µM (series often up to 46.1 µM), inactives show at the highest dose growth rescue (activation), actives largely listed as activators. 0.14% of 370,000 active; note: potency is the fitted concentration of half-maximal effect; % of control where 0% means no effect; nearly all actives have a fitted effect of over 65% in size
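Screening used galactose-induced yeast with toxic alpha-synuclein levels, exposed to compound for 24 hr at 30 deg C. Cell growth, read with BacTiter-Glo luminescence, gave the measured signal.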
EPAC2 ag: qHTS for Agonist of cAMP-regulated guanine nucleotide exchange factor 4 (EPAC2): primary screen | Rap guanine nucleotide exchange factor 4 (Homo sapiens), Q8WZA2 | 0.079% of 360,000 active | EPAC2 activation, biochemical qHTS; response scale: 100% = 6.5 mM cAMP response | AID 720711, 2013 | Potency, µM (series often up to 154 µM), without a hit: at the top dose activation, most hits filed as activators; note: potency is the fitted concentration of half-maximal effect; nearly all actives have a fitted effect of over 50% in size
Target sequence (Q8WZA2 whole entry, looked up): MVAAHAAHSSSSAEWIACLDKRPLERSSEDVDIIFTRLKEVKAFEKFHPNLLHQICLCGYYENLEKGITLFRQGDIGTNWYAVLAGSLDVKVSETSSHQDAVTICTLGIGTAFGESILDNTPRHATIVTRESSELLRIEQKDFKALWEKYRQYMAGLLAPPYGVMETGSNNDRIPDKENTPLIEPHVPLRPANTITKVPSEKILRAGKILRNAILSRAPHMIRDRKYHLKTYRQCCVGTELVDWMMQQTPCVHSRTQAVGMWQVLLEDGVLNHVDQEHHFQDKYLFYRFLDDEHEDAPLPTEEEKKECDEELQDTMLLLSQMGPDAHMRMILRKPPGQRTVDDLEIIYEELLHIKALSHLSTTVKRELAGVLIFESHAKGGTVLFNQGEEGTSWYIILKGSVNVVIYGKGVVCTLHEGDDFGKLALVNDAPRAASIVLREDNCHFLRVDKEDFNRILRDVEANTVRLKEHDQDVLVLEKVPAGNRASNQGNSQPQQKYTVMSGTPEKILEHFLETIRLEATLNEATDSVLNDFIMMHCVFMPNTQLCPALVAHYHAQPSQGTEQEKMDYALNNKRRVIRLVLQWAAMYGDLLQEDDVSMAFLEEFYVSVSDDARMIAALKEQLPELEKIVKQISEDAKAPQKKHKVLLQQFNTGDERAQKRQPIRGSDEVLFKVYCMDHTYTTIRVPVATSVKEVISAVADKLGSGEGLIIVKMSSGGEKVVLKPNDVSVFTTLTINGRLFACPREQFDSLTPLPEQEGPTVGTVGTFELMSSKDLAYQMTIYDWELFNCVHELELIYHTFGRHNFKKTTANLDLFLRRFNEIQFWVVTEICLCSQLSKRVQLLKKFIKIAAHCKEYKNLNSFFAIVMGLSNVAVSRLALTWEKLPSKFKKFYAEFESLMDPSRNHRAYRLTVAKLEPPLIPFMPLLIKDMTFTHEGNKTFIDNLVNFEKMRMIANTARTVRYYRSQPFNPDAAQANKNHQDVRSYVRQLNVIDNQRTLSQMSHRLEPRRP
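In this primary screen, activation is scored as increased exchange of BODIPY-GDP from Rap1B by 100 nM EPAC2, with 50 uM GDP as competitor. Signal is normalized to the 6.5 mM cAMP agonist control.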
EPAC2 antag: qHTS for Antagonist of cAMP-regulated guanine nucleotide exchange factor 2 (EPAC2): primary screen; Rap guanine nucleotide exchange factor 4 (Homo sapiens), Q8WZA2; EPAC2 GEF exchange of Rap1B-BODIPY-GDP, fluorescence; Potency, µM (doses to about 114 µM), inactives show at the top dose activity, negative = inhibition, actives largely listed as inhibitors; 0.18% of 360,000 active; AID 720708, 2013; note: potency is the fitted concentration of half-maximal effect; % is set by controls: 0 for no effect and ±100 for the full control effect; nearly all actives have a fitted effect of over 45% in size; many of its hits are not listed in these tables
TDP43 rescue: qHTS of TDP-43 Inhibitors | TDP-43 expressing yeast growth rescue, BacTiter-Glo, 24 h | Potency, µM (doses to about 46.1 µM), for the others: top-dose growth rescue (activation), actives largely listed as activators | 1.8% of 410,000 active; note: potency is the fitted concentration of half-maximal effect; % of control where 0% means no effect; nearly all actives have a fitted effect of over 50% in size
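Luminescence from BacTiter-Glo reports growth of TDP-43-expressing yeast after 24 hr at 30 deg C with compound. Cells were raffinose-pregrown to mid-log, then seeded in galactose medium at OD600=0.02.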
DRD3 antagonist: qHTS of D3 Dopamine Receptor Antagonist: qHTS; 2.5% of 360,000 active; D3R cells, DiscoveRx beta-arrestin luminescence, antagonist mode; stronger effect = lower value; D(3) dopamine receptor (Homo sapiens), P35462; max response, negative = inhibition, %; in the data active = max response below about -50%; inconclusive = no clear call, values can overlap the other calls; note: % is set by controls: 0 for no effect and ±100 for the full control effect; mostly tested at two doses, the higher about 12 µM
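Cells expressing the human receptor were seeded at 1500 cells/well, incubated overnight at 37 degrees C in 5% CO2, then exposed to library compounds with dopamine controls for 90 minutes at 37 degrees C before luminescent detection.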
* hit, by the source's call; ? = inconclusive; nt = not tested or not shown; & = joins results of further samples; [ ] = remark or other dose. Unless noted, calls come from the whole dose curve; as a rule, active = well fitted curve in the direction sought with a large enough effect; inconclusive = small, poorly fitted or top-dose-only effect, or another doubt; inactive = no such curve, though single readings can be large; an effect the other way counts as inactive or inconclusive.

SMILES	FUS suppressor	D3 ag	Abeta rescue	aSyn rescue	EPAC2 ag	EPAC2 antag	TDP43 rescue	DRD3 antagonist
CCOC(=O)c1c(C)[nH]c(C(=O)N/N=C/c2ccc(OC)c(OC)c2)c1C	0%	5	4%	3%	1%	-8%	5%	5
Cc1cc(=O)n2nc(N3CCC(C(=O)Nc4cccc(Cl)c4C)CC3)sc2n1	5%	-2	-1%	-11%	5%	-6%	-14%	-3
Cc1cc(NC(=O)CSc2nnc(-c3ccccc3)c(-c3ccccc3)n2)no1	14%	-6	-1%	0%	4%	7%	19%	-13
O=C(Nc1ccon1)c1cccc(C(F)(F)F)c1	-14%	-13	1%	0%	2%	19%	-14%	-22
CCN(Cc1ccccc1)S(=O)(=O)c1c(C)[nH]c(C)c1C(=O)N1CCCCC1	0%	3	2%	0%	1%	2%	-3%	-5
CCOC(=O)c1c(C)c(C(=O)O)n(C)c1C	0%	23	-4%	2%	-2%	-4%	-10%	9
COc1ccc(C(=O)Nc2ccc(N3CCOCC3)cc2)cc1S(=O)(=O)N1CCCC1	22%	8	9%	1%	2%	-19%	23%	13
COc1ccc(N(CC(=O)N2CCc3ccccc3C2)S(=O)(=O)c2c(C)nn(C)c2C)cc1	25%	4	3%	0%	15%	-18%	2%	17
CCN(CC)CCCNC(=O)c1[nH]c(C)c(C(=O)NC2CCCCC2)c1C	3%	-4	0%	-2%	-5%	-1%	0%	-17
COc1ccccc1-n1nnnc1SCC(=O)Nc1ccc(C)c(N)c1	23%	0	-4%	-2%	5%	6%	-13%	18
COc1ccc(C(=O)CSc2nnc(CN3CCCCC3)n2-c2ccc(F)cc2)cc1OC	21%	8	-18%	1%	0%	-6%	0%	10
C=CCn1c(=O)c2ccccc2n2c(SCC(=O)NC)nnc12	-31%	-2	-2%	-6%	6%	-3%	19%	4
COc1ccc(C(=O)O/N=C(\N)c2ccccc2)cc1	-2%	4	-57%[inhibitor]	-69%[inhibitor]	-13%	-4%	?	16
Cc1nnn(C23C[C@@H]4C[C@@H](CC(C(=O)N5CCN(c6ccccc6)CC5)(C4)C2)C3)n1	-1%	0	0%	4%	9%	-7%	6%	0
CCCNCc1cc(OC)c(OCc2ccccc2)cc1Br	9%	-5	2%	13%	9%	12%	-14%	0
O=C(O)c1ccc(N/N=C/c2cn(-c3ccccc3)nc2-c2cccs2)cc1	14%	4	-17%	-9%	-9%	-17%	-37%[inhibitor]	1
COc1ccc(N2CC(C(=O)Nc3cc(C)ccn3)CC2=O)cc1 (stereo not given)	9%	4	13%	-2%	4%	-3%	2%	4
Cc1noc(C)c1S(=O)(=O)Nc1ccc(C(=O)N2CCN(c3ccc(Cl)cc3)CC2)cc1	18%	4	?	10%	-1%	-4%	23%	27
Cc1nn(-c2ccccc2)c2sc(C(=O)O)cc12	15%	-4	-20%	-22%	4%	-4%	?	?
NC(=N\N=Cc1ccco1)/C(N)=N/N=Cc1ccco1	2%	4	0%	0%	5%	-2%	3%	1
CC(C)CSc1nnc2[nH]c(=O)cc(N)n12	12%	-2	-3%	0%	9%	-3%	-35%[inhibitor]	-12
O=C(Nc1ccc(O)cc1C(=O)O)c1cccc(Br)c1	22%	-4	-4%	1%	-3%	-6%	7%	-29
Cc1cccc(CC(=O)N2CC(=O)Nc3ccc(Br)cc3C2c2ccc(F)cc2)c1 (stereo not given)	-12%	9	0%	nt	nt	nt	17%	nt
Cc1nc2ccccn2c1C(=O)NNC(=O)Nc1ccccc1	11%	-2	13%	0%	8%	-4%	7%	-9
O=S(=O)(c1ccc2[nH]c3c(c2c1)CCCCC3)N1CCN(c2cccc(Cl)c2)CC1	30%	-17	6%	nt	nt	nt	9%	nt
COc1ccc(-c2cc(C3CCN(c4cc(Cl)nc(N)n4)CC3)[nH]n2)cc1	?	37*	20%	1%	25%	-6%	?	21
Nc1ncnc(NCc2ccc(F)cc2)c1[N+](=O)[O-]	5%	1	-1%	3%	12%	9%	?	7
COc1ccc(NC(=O)c2ccc(NC(=O)c3cccnc3)cc2)cc1	-6%	-1	-3%	1%	6%	5%	11%	34
N#Cc1cnn2c1nc(N1CCCCC1)c1ccccc12	17%	-9	-24%	1%	4%	11%[57.1 µM]	3%	-23
CCCCn1c(N)c(N(CC(C)C)C(=O)COC(=O)Cc2c(C)nc3ccccc3c2C)c(=O)[nH]c1=O	16%	-1	-6%	-4%	-1%	14%	-27%	17
Cn1cnc([N+](=O)[O-])c1SCC(O)CN1CCCCC1 (stereo not given)	-23%	-1	-1%	-1%	-5%	0%	8%	8
Cc1cccc(C)c1OCC(=O)NNC(=O)CCCn1c(=O)oc2ccccc21	4%	6	1%	-1%	2%	1%	0%	3
CCc1ccc2oc(C(=O)NCc3ccc(S(N)(=O)=O)cc3)c(C)c2c1	9%	-2	-1%	2%	2%	5%	-5%	-6
COc1cccc2cc(CC(=O)c3cc(C)ccc3C)c(=O)oc12	-25%	4	-5%	11%	7%	-4%	26%	45
COc1ccc(Cl)cc1NC(=O)CSc1nc(C)cc(C)n1	0%	3	1%	4%	9%	?	?	0
CCN(CC)S(=O)(=O)c1ccc(NS(=O)(=O)c2ccc(O)c([N+](=O)[O-])c2)cc1	-7%	-8	6%	-1%	-10%	-1%	-4%	-15
COc1ccc(S(=O)(=O)Nc2ccc3c(c2)CC(=O)N([C@@H](C)CO)C[C@@H](C)[C@@H](CN(C)Cc2ccccc2)O3)cc1	-4%	-35	-11%	-2%	6%	2%	-11%	-13
O=CN1CCN(C(=S)NC(=O)c2ccc(Cl)cc2)CC1	15%	-11	13%	-8%	1%	4%	0%	8
COc1cccc(NC(=O)c2nnn(Cc3ccc(OC)c(Br)c3)c2N)c1	-19%	2	-3%	nt	nt	nt	21%	nt
COC(=O)CCC(=O)OC1(C)C(=O)C=C2C=C(C3CC3)N(Cc3ccc(OC)cc3)C=C2C1=O (stereo not given)	7%	-6	-12%	-2%	15%	18%	6%	0
COc1ccc(C2=Nn3c(nc4sc(C(=O)Nc5cccc(C)c5)c(C)c4c3=O)SC2)cc1	17%	-16	-5%	nt	nt	nt	8%	nt
CCCCCCOc1ccc(N2C(=O)CC(NCCc3ccc(S(N)(=O)=O)cc3)C2=O)cc1 (stereo not given)	17%	4	20%	6%	-11%	-4%	-8%	-2
Cc1csc2nc(-c3ccc(NS(=O)(=O)c4cccc(F)c4)cc3)cn12	?	-1	9%	14%	nt	nt	?	nt
CN(CC(=O)Nc1ccccc1Br)C(=O)COc1ccc2ccccc2c1	5%	-6	-1%	9%	13%	-16%	?	6
CN(C)c1ccc(CN2CCc3nc(N4CCN(c5ccccn5)CC4)ncc3C2)cc1	28%	-21	-9%	nt	nt	nt	-3%	nt
COc1ccccc1-n1c(-c2cccnc2)n[nH]c1=S	26%	-2	-9%	0%	9%	-2%	-16%	-16
CC(C)(C)S(=O)(=O)/C(C#N)=N/Nc1ccc(S(N)(=O)=O)cc1	1%	1	1%	0%	3%	1%	-9%[0.397 µM]	9
OC(COc1ccc(OCc2ccccc2)cc1)CN1CCCCC1 (stereo not given)	-20%	-16	9%	0%	11%	4%	-6%	8
O=C(NCCCn1ccnc1)C(=O)NCC(c1cccnc1)N1CCN(c2ccc(F)cc2)CC1 (stereo not given)	-21%	-9	2%	2%	4%	-3%	0%	17
Cc1cccc(N2CCN(C(=O)C3CC(=O)N(c4ccc5c(c4)OCCO5)C3)CC2C)c1 (stereo not given)	?	-10	3%	5%[1.84 µM]	-7%	4%	2%	27
COc1cc2c(cc1NC(=O)C1CCCO1)oc1ccccc12 (stereo not given)	39%	-10	-23%	0%	24%	-2%	-7%	-11
CCOC(=O)c1cc2oc(C)cc2n1CC(=O)OC1CCCCC1	9%	-1	-7%	5%	19%	-6%	18%	14
COc1cc(/C=N/NC(=O)c2ccccn2)ccc1OC(=O)c1cccs1	nt	7	-1%	-13%	12%	0%	-5%	14
COc1ccc(NC(=O)C2CCCN(S(=O)(=O)c3c(C)[nH]c(=O)[nH]c3=O)C2)cc1Cl (stereo not given)	18%&-8%	-1&-9	-1%&5%	3%	3%	5%	-19%&30%	5
Clc1ccccc1N1CCN(Cc2ccc(Br)o2)CC1	0%	-31	1%	1%	16%	-5%	-15%	-60*
CCCC(=O)NC(=S)Nc1ccccc1C(=O)OC	-7%	2	29%	-11%	-8%	-2%	20%	-9
CSc1sc(C(=O)NC(=O)NCc2ccncc2)c(C)c1-c1ccon1	-5%	1	3%	2%	3%	-11%	12%	2
CCn1cc(C(=O)NCc2ccc3c(c2)OCO3)c2cc(OC)c(OC)cc2c1=O	-3%	-1	4%	0%	-8%	6%	-3%	8
O=C(Cc1cccs1)NNC(=S)NC(=O)c1ccccc1	nt	2	?	?	-4%	-3%	22µM*	-4
Cc1cc(F)ccc1S(=O)(=O)N1CCCOC1CNC(=O)C(=O)NCCc1c[nH]c2ccccc12 (stereo not given)	nt	3	-15%	14%	-2%	7%	13%	30
Cc1ccc(C(C)C)cc1C(=O)CC1(O)C(=O)N(C)c2ccccc21 (stereo not given)	?	1	9%	12%	-7%	12%	-1%	10
CSc1nnc(C)c(=O)n1COC(=O)c1ccc(S(=O)(=O)N2CCCC2)cc1	17%	-8	3%	-1%	-1%	-1%	-23%	-17

Among those listed so far, these have a nitro group on carbon:
SMILES	FUS suppressor	D3 ag	Abeta rescue	aSyn rescue	EPAC2 ag	EPAC2 antag	TDP43 rescue	DRD3 antagonist
Nc1ncnc(NCc2ccc(F)cc2)c1[N+](=O)[O-]	5%	1	-1%	3%	12%	9%	?	7
Cn1cnc([N+](=O)[O-])c1SCC(O)CN1CCCCC1 (stereo not given)	-23%	-1	-1%	-1%	-5%	0%	8%	8
CCN(CC)S(=O)(=O)c1ccc(NS(=O)(=O)c2ccc(O)c([N+](=O)[O-])c2)cc1	-7%	-8	6%	-1%	-10%	-1%	-4%	-15

Bioassay records: PubChem BioAssay, National Center for Advancing Translational Sciences (NCATS)

These rows are one share of the data (hit frequency here may not be typical).
